CHO-K1 Ca ag = nonselective activator or artifact in parental CHO-K1 cells; Fluo-8 calcium fluorescence; scaled to maximal ATP response, vehicle zero; AID 602248; 360,000 tested, 0.48% active; activation, % at 3 µM; in the data active = activation above about 15%;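 also: untransfected CHO-K1 host cells lacking M1 receptor as counterscreen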
CHO-K1 Ca PAM = nonselective activator or artifact in parental CHO-K1 calcium assay; ATP EC20, Fluo-8 calcium fluorescence; 0% at ATP EC20, 100% at ATP max; activation, % at 3 µM; 360,000 tested, 0.02% active;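 active = activation above the run cutoff, the mean activation of all test compounds plus 3 SD, cut at about 40% in these data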;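 also: peak over basal fluorescence ratio in a 140 s read after ATP addition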
CHRM1 agonist = activates human CHRM1 receptor; AID 588814; CHO-K1 hM1, Fluo-8 calcium fluorescence, agonist mode; 0% DMSO, 100% acetylcholine EC100; 360,000 tested, 0.33% active; activation, % at 3 µM;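 active = activation above the run's mean compound activation plus 3 SD, cut at about 16% in these data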;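 also: peak over basal fluorescence ratio within a 140 s kinetic read after compound addition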
Target sequence (P11229 whole entry, looked up): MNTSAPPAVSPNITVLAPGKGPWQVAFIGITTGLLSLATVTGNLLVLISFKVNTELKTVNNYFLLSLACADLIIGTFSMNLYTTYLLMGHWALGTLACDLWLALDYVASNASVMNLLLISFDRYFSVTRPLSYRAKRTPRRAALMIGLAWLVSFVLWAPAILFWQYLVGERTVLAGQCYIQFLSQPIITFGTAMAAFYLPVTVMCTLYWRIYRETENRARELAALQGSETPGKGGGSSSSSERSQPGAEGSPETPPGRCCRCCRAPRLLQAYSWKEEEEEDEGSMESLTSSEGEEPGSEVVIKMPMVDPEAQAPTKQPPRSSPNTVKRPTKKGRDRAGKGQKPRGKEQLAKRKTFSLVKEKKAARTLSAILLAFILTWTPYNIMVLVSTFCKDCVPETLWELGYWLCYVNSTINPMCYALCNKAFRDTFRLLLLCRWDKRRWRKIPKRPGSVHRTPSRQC
CHRM1 PAM = positive allosteric modulators of human M1 muscarinic receptor; P11229; CHO-K1 hM1, Fluo-8 calcium fluorescence, ACh EC20; 0% = ACh EC20, 100% = maximal ACh; activation, % at 3 µM; 360,000 tested, 0.088% active; in the data active = activation above about 19%, passing the limit was not always enough
TAAR1 agonist = human TAAR1 agonism; activation, % at 3 µM; Q96RJ0; 360,000 tested, 0.99% active; CHO RD-HGA16 TAAR1, Fluo-8 calcium fluorescence; vehicle wells 0%, saturating PEA agonist 100%;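 active = activation above the mean activation of all test compounds in the run plus 3 SD, cut at about 38% in these data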
Target sequence (Q96RJ0 whole entry, looked up): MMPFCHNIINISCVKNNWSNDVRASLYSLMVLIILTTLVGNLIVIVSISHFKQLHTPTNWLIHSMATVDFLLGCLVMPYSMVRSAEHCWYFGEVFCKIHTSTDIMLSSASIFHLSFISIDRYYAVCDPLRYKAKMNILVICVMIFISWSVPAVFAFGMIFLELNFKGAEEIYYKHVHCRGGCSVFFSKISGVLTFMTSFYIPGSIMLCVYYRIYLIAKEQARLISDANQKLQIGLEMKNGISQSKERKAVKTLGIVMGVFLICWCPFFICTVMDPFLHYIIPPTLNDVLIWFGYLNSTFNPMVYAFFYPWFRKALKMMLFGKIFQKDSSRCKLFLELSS
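Test system: RD-HGA16 (CHO) cells co-expressing Gα16 and hTAAR1 / Benchmarks: DMSO vehicle as 0%, PEA at EC100 as 100% / Repeats: no replicates (n 1) / Measure: % activation from peak over basal fluorescence ratio, DMSO-to-PEA scaled / Timing: 17-24 h plating, Fluo-8 75 min 37 °C, 30 min RT / Technique: kinetic Fluo-8 calcium fluorescence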
TAAR1 antag = antagonists of human TAAR1 | Q96RJ0 | CHO RD-HGA16 TAAR1, Fluo-8 calcium fluorescence, antagonist | inhibition, % at 3 µM | 360,000 tested, 1.5% active;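 active = inhibition above a per-plate cutoff, the mean inhibition of test compounds on that plate plus 3 SD, cut at about 49% in these data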;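 also: 0% = DMSO plus EC80 beta-PEA response and 100% = DMSO alone without agonist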
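Material: RD-HGA16 CHO cells with stable hTAAR1 and Gα16; Dosing: single nominal final test compound concentration of 3 µM; Schedule: seeding 17-24 h prior, 75-min 37 °C, 30-min RT dye loading; Detection: kinetic Fluo-8 calcium fluorescence measurement; Measure: % inhibition from peak post-agonist over basal fluorescence ratio; Benchmarks: vehicle and agonist controls.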
CHO parental Ca = signal in parental CHO cells, OX1R antagonist counter-screen; parental CHO-K1, ATP-induced calcium, Fluo-8 fluorescence; inhibition, % at 5.6 µM; 330,000 tested, 0.63% active; AID 463079;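 active = inhibition above that plate's mean sample inhibition plus 3 SD, cut at about 26% in these data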;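 also: 0% = ATP-challenged DMSO wells and 100% = DMSO wells without ATP; some compounds past the cut are filed as inactive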
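Assay system: untransfected parental CHO cell line. Also added: ATP agonist challenge. Dosing: one dose, 5.6 µM nominal. Measured by: Fluo-8 fluorescence. Read-out: % inhibition. Benchmarks: ATP wells versus no-ATP DMSO wells. Repeats: no replicates.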
CHRM1 antagonist = antagonists of human M1 muscarinic receptor. inhibition, % at 3 µM. CHO-K1 hM1, Fluo-8 calcium fluorescence, ACh EC80 antagonist. AID 588852. 360,000 tested, 1.3% active. P11229;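 active = percent inhibition above its own plate's cutoff, namely the mean of that plate's compound wells plus 3 SD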;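 also: peak over basal fluorescence ratio during 140 s after agonist addition; 0% = ACh EC80 plus DMSO and 100% = DMSO alone without agonist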
CHO-K1 Ca antag = M1 antagonist counterscreen hit in parental CHO-K1 cells; AID 602250; inhibition, % at 3 µM; 360,000 tested, 0.6% active; ATP-induced calcium, Fluo-8 fluorescence;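 active = inhibition above a per-plate cutoff, the plate's mean sample inhibition plus 3 SD, cut at about 24% in these data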;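 also: 0% = DMSO plus EC80 ATP and 100% = DMSO alone without ATP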
An asterisk follows results filed as active; x = no result given.

SMILES	CHO-K1 Ca ag	CHO-K1 Ca PAM	CHRM1 agonist	CHRM1 PAM	TAAR1 agonist	TAAR1 antag	CHO parental Ca	CHRM1 antagonist	CHO-K1 Ca antag
CCc1nnc(NS(=O)(=O)c2ccc(Nc3ccc4nonc4c3[N+](=O)[O-])cc2)s1	-0.8	-17	-5	-9	5	21	-8	6	29*
O=C(c1n[nH]c(=O)c2ccccc12)N1CCN(C2c3ccccc3-c3ccccc32)CC1	0.8	10	0	3	16	32	-19	5	-8
CC(=O)Nc1ccc2c(c1)nc1n2CCN(C(C)c2ccccc2)C1 (stereo not given)	1.9	11	-6	3	1	-31	-4	2	-16
O=S1(=O)CC(N2CCCC2)CN1CCc1ccccc1 (stereo not given)	0.0	11	-1	8	56*	-7	x	-5	12
N=c1c(C(=O)NC2CCCCC2)cc2c(=O)n3ccccc3nc2n1Cc1ccc(F)cc1	0.0	-7	-5	5	1	-21	-8	-9	-8
C/C(=N\Nc1nc2ccccc2[nH]1)c1cc2ccccc2o1	1.0	-5	-5	0	1	30	-10	-3	1
OC(CN1C2=NCCN2c2ccccc21)c1ccccc1 (stereo not given)	-0.1	26	-9	0	3	0	-20	3	-2
CCOc1cccc(CN2CCC(n3nccc3NC(=O)c3ccc4c(c3)OCO4)CC2)c1	1.3	-21	-4	11	1	-22	-19	-15	-1
COc1cc2c(c(NC(C)=O)c1)N(C(C)=O)CCC2	0.8	-3	-1	9	1	-2	x	-19	-10
COc1cc(/C=N/NC(=O)Cc2ccccc2)cc([N+](=O)[O-])c1O	0.1	0	-2	8	3	-6	-2	-19	-3
CC(C)[C@H](NC(=O)c1ccccc1)C(=O)OCC(=O)c1ccc2c(c1)NC(=O)CO2	0.4	8	-3	3	6	0	-11	-4	-2
COc1ccc(C)cc1NC(=S)NN1CCN(C)CC1	12	-9	-10	8	2	4	-3	-3	0
Cc1c(C(N)=O)sc2ncn(CC(=O)OC(C)C)c(=O)c12	0.1	5	-2	-7	3	-8	-6	11	-9
CC(=O)Nc1ccc(C(=O)NNC(=O)c2cccc(C)c2)cc1	-0.2	10	0	5	1	-23	1	-4	-9
COc1ccccc1Nc1nc(N)nc(CN2CCN(c3ccccc3F)CC2)n1	-0.6	-7	-2	0	9	-7	-20	2	16
CN(C(=O)CSc1nnc(-c2ccncc2)n1C)C1CCS(=O)(=O)C1 (stereo not given)	0.0	-7	-4	-3	1	-12	11	9	8
COc1ccc(N2Cc3cccc(C(=O)N4CCOCC4)c3C2=O)cc1	0.2	17	-4	6	1	-5	4	-9	-5
Cc1cc(Nc2ccccc2)nn1C(=O)c1ccc(Br)cc1	-0.1	-8	-4	-1	7	-3	-17	5	25*
O=C(CCC(=O)N1CCOCC1)NCc1cccc(C(F)(F)F)c1	0.1	6	-3	9	14	6	3	-2	-13
CCOc1ccccc1NC(=S)N(Cc1cc2ccc(C)cc2[nH]c1=O)CC1CCCN1CC (stereo not given)	0.2	14	-6	7	0	-2	-26	-8	-4
COc1ccc(C(=O)N2CC3(C)CC2CC(C)(C)C3)cc1 (stereo not given)	0.3	21	-2	8	7	-31	-19	-10	-12
Cc1ccc(/C([O-])=C(/C(=S)NCc2ccco2)[n+]2ccccc2)cc1[N+](=O)[O-]	0.0	19	-16	-8	1	1	-4	-14	-28
COc1cccc(C(=O)COC(=O)C2CC3CCCC(C2)C3=O)c1 (stereo not given)	1.4	-22	-6	-2	1	8	-6	-1	-15
CCCCOc1ccc(C(=O)N/N=C/c2cn[nH]c2-c2ccc(OC)c(OC)c2)cc1	-0.2	23	-5	5	-1	4	-9	-3	-16
COc1ccc(C(=O)NCC23C=CC(O2)C2C(=O)N(Cc4ccccc4)C(=O)C23)cc1 (stereo not given)	1.9	-1	-3	-4	6	27	-20	-10	13
The results go on.
SMILES	CHO-K1 Ca ag	CHO-K1 Ca PAM	CHRM1 agonist	CHRM1 PAM	TAAR1 agonist	TAAR1 antag	CHO parental Ca	CHRM1 antagonist	CHO-K1 Ca antag
CN1CCN(C(=O)C(=O)c2cn(CC(=O)N3CCCCCC3)c3ccccc23)CC1	0.7	-1	-4	-3	2	0	x	-1	4
S=C(NCC1CCCO1)NC1CC1 (stereo not given)	0.5	-1	-2	4	13	9	16	-1	6
Cc1ccc(SCC(=O)NC(=O)c2ccccc2Br)c(C)c1	0.4	-7	-5	-3	0	-6	-8	0	-2
CC(=O)NCCOc1ccc(C(=O)O)cc1	-0.1	2	-3	5	1	7	-1	-2	1
Cn1ccnc1SCC(=O)c1c[nH]c2ccccc12	-0.1	-14	-3	-7	5	3	-10	12	15
COc1ccc(Cl)cc1NC(=O)CN1CCN(C(=O)N2CCOCC2)CC1	0.4	13	-1	0	6	-17	-10	12	-5
CCN(c1ccccc1)S(=O)(=O)c1cc(C(=O)Oc2ccc3c(C)cc(=O)oc3c2)ccc1C	0.2	17	-9	-8	-1	-1	-8	-3	-10
COc1ccc(CCNc2nc3c(c(=O)n(C)c(=O)n3C)n2C)cc1OC	1.1	14	-2	10	5	7	-4	-3	-4
COc1cc(OC)cc(-c2c(Sc3ccccc3)c3cc(-c4ccc(SC)cc4)ccc3n2C)c1	1.0	11	x	x	1	-14	x	x	-5
COc1ccc(C(=O)NC(C)c2nnc(SCC(=O)NC3CCCCC3)n2C)cc1 (stereo not given)	0.1	-8	-1	1	0	-9	-7	3	0
Cc1ccccc1NCCC(=O)Nc1ccc(F)cc1	5.7	4	-4	3	4	-11	2	0	12
Cc1ccc(OCc2ccc(C#N)cc2)c(C(=O)c2cc(C#N)c(=O)n(C3CC3)c2)c1	-0.5	-12	-2	5	3	3	-6	-2	10
CCNC(=S)N(CCc1c(C)[nH]c2ccc(OC)cc12)Cc1cccnc1	2.1	-9	-7	-1	3	5	-11	9	11
O=C(NCCN1C(=O)C2C3C=CC(C3)C2C1=O)Nc1ccccc1O (stereo not given)	1.1	16	-3	6	1	-12	0	-17	-1
Cc1csc(C(=O)O)c1NC(=O)c1cccc([N+](=O)[O-])c1	-0.2	25	-6	11	7	-1	-9	-15	-18
COc1ccc(C(O)(CCC(C)C)C(CN2CCOCC2)c2ccc(Cl)cc2)cc1 (stereo not given)	0.4	9	-4	5	13	-14	-30	-12	-12
COc1ccccc1C#Cc1ccc2c(=O)c3ccccc3n(C)c2c1	0.0	17	0	16	10	19	-20	-15	-14
COCCNC(=S)Nc1ccc2nc(N3CCOCC3)cc(C)c2c1	0.5	-10	-7	9	4	-7	12	-6	-4
Cn1nc(C(C)(C)C)cc1N1C(=O)CCC1(C)C(=O)Nc1ccc2c(c1)OCCO2 (stereo not given)	1.1	18	0	11	1	3	x	-23	-2
O=C(NC1CCC(O)CC1)c1ccc(Br)o1 (stereo not given)	0.7	17	0	8	3	-15	-8	-17	-16
C=CCn1c(=S)[nH]c2scc(-c3ccco3)c2c1=O	0.4	-6	-2	7	2	-8	3	-13	-18

An excerpt of the results above, for reference:
SMILES	CHO-K1 Ca ag	CHO-K1 Ca PAM	CHRM1 agonist	CHRM1 PAM	TAAR1 agonist	TAAR1 antag	CHO parental Ca	CHRM1 antagonist	CHO-K1 Ca antag
Cc1ccccc1NCCC(=O)Nc1ccc(F)cc1	5.7	4	-4	3	4	-11	2	0	12
Cc1ccc(OCc2ccc(C#N)cc2)c(C(=O)c2cc(C#N)c(=O)n(C3CC3)c2)c1	-0.5	-12	-2	5	3	3	-6	-2	10
CCNC(=S)N(CCc1c(C)[nH]c2ccc(OC)cc12)Cc1cccnc1	2.1	-9	-7	-1	3	5	-11	9	11
O=C(NCCN1C(=O)C2C3C=CC(C3)C2C1=O)Nc1ccccc1O (stereo not given)	1.1	16	-3	6	1	-12	0	-17	-1
Cc1csc(C(=O)O)c1NC(=O)c1cccc([N+](=O)[O-])c1	-0.2	25	-6	11	7	-1	-9	-15	-18
COc1ccc(C(O)(CCC(C)C)C(CN2CCOCC2)c2ccc(Cl)cc2)cc1 (stereo not given)	0.4	9	-4	5	13	-14	-30	-12	-12
COc1ccccc1C#Cc1ccc2c(=O)c3ccccc3n(C)c2c1	0.0	17	0	16	10	19	-20	-15	-14
COCCNC(=S)Nc1ccc2nc(N3CCOCC3)cc(C)c2c1	0.5	-10	-7	9	4	-7	12	-6	-4
Cn1nc(C(C)(C)C)cc1N1C(=O)CCC1(C)C(=O)Nc1ccc2c(c1)OCCO2 (stereo not given)	1.1	18	0	11	1	3	x	-23	-2
O=C(NC1CCC(O)CC1)c1ccc(Br)o1 (stereo not given)	0.7	17	0	8	3	-15	-8	-17	-16
C=CCn1c(=S)[nH]c2scc(-c3ccco3)c2c1=O	0.4	-6	-2	7	2	-8	3	-13	-18

Sorted by the number under CHRM1 antagonist (highest first): some entries from above.
canonical_smiles	CHRM1 agonist	CHRM1 PAM	TAAR1 agonist	CHRM1 antagonist
Cc1ccccc1NCCC(=O)Nc1ccc(F)cc1	-4	3	4	0
COc1ccc(C(O)(CCC(C)C)C(CN2CCOCC2)c2ccc(Cl)cc2)cc1 (stereo not given)	-4	5	13	-12
COc1ccccc1C#Cc1ccc2c(=O)c3ccccc3n(C)c2c1	0	16	10	-15

Compound activity: PubChem BioAssay, The Scripps Research Institute Molecular Screening Center
